# HIF activator: HIF pathway transcriptional activation | U2OS HRE-luciferase reporter, luminescence; normalized: DMSO 0%, desferrioxamine 100% | AID 1910 | activation, % at 7.5 µM (by protocol) | 300,000 tested, 0.32% active;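 active means mean activation of at least 10% of the iron chelator positive control signal, with at least half of replicates also reaching 10%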
# MrgX1 ag: agonists of human MrgX1 receptor. AID 588627. Q96LB2. 310,000 tested, 0.44% active. MrgX1-HEK293 cells, Fluo-4 calcium fluorescence, agonist mode; active compounds read high. B-score at 10 µM;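 active means calcium response B-score plate-corrected fluorescence ratio at least 3 library SD, with starting fluorescence B-score inside 5 SD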
# Target sequence (Q96LB2 whole entry, looked up): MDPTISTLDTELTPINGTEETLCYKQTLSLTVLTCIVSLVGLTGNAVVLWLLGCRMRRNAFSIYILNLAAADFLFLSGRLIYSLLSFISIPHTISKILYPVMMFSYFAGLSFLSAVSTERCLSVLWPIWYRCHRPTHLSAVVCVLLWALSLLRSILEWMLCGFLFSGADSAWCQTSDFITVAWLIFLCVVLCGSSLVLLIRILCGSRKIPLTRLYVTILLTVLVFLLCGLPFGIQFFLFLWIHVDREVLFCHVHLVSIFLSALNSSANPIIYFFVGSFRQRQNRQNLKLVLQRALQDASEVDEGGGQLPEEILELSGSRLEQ
#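 System: HEK293 cells stably expressing human MrgX1 receptor; Dosing: test compound in the initial addition of three; Schedule: overnight plating, then 30 min 37 °C plus 30 min room-temperature dye loading; Detection: kinetic calcium dye fluorescence, Fluo-4 NW; Controls: per-plate positive and negative controls for Z′ factor.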
# MrgX1 allo act: allosterically activates human MrgX1 receptor signaling. MrgX1-HEK293, Fluo-4 calcium flux, FDSS; active compounds read high. B-score at 10 µM. 310,000 tested, 0.63% active. AID 588675;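 active means plate-corrected calcium response at least 3 library SD above typical, normal starting fluorescence, not activating the receptor alone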;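 further: compound read alongside a low EC10 to EC30 dose of BAM8-22 agonist; peak minus trough fluorescence over baseline measured at the second addition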
# TRPC6 activator: mouse TRPC6 channel activation. Q61143. HEK293-TRPC6 membrane potential dye fluorescence; active compounds read high. B-score at 10 µM. 310,000 tested, 0.13% active;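 active means B-score of the integrated fluorescence ratio above library mean plus 3 SD, and starting fluorescence ratio within library mean plus 5 SD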;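 further: higher score means more depolarization so channel activation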
# SKKanGAS inh: SKKanGAS growth inhibition | S. pyogenes SKKanGAS, kanamycin growth, BacTiter-Glo, 6 h | 300,000 tested, 1.3% active | inhibition, % at 7.5 µM | AID 1662;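 active means mean replicate score, as percent of positive control median, at least 50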;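 further: strain carries kanamycin resistance gene driven by streptokinase promoter and grows in 40 µg/ml kanamycin; loss of luminescence reflects streptokinase promoter inhibition or plain growth inhibition; 0% = median of DMSO wells and 100% = positive control at its reference dose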
# RGS4 block: human RGS4 inhibition. 310,000 tested, 0.45% active. HEK293 M3R/RGS4 inducible, Fluo-4 calcium flux; active compounds read high; triggered by carbachol at its EC20. B-score at 10 µM. P49798;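 active means B-score, a plate-corrected calcium signal, over three deviations above library mean, with baseline fluorescence within five deviations of library mean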;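 further: RGS4 expression induced by doxycycline in cells with stable M3 receptor; B-score is computed from the integrated fluorescence ratio over baseline after carbachol; higher B-score means a larger calcium signal and so more RGS4 inhibition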
# Target sequence (P49798 whole entry, looked up): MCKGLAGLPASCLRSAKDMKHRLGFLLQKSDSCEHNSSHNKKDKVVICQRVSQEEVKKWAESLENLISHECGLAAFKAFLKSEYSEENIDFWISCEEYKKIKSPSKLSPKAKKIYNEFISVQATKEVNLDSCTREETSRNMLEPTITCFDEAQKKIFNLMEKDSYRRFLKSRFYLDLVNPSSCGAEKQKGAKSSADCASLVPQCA
# RGS4 act: RGS4 potentiation or activation | HEK293 M3R/inducible RGS4, carbachol calcium flux Fluo4; active compounds read low | B-score at 10 µM | 310,000 tested, 0.92% active;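 active means B-score of the integrated calcium signal more than 4 SD below the library mean, with starting fluorescence not abnormally high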;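 further: negative B-score means reduced calcium response which marks RGS4 activation or potentiation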
#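 Detection: kinetic calcium fluorescence imaging with Fluo4-AM dye, 2 µM / Material: HEK293 cells with stable M3R and inducible RGS4 / Schedule: recording 10 s baseline at 1 Hz, 100 s post-agonist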
# MrgX1 antagonist: blocks BAM8-22 activation of human MrgX1 receptor; AID 588676; MRGX1-HEK293 calcium flux, Fluo-4, BAM8-22 antagonism; active compounds read low; Q96LB2; B-score at 10 µM; 310,000 tested, 1.3% active;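 active means calcium-response B-score plate-corrected more than 3 library SD below zero, starting fluorescence within 5 deviations, no agonist response on first addition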;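 further: peak minus trough fluorescence over baseline after final BAM8-22 challenge near maximal dose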
# TRPC4 inh: TRPC4 (mouse) channel inhibition | HEK293 TRPC4beta/mu-opioid, DAMGO-evoked Fluo4 calcium flux; active compounds read low | B-score at 10 µM | 300,000 tested, 0.39% active | AID 2247;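 active means B-score over 3 SD under the library average, no early fluorescence shift, positive overall ratio signal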
#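 Material: HEK293 cells with stable TRPC4beta plus mu-opioid receptor expression / Probe or stimulus: DAMGO in two steps, submaximal then maximal / Compound: single concentration per test compound / Technique: kinetic Fluo4 fluorescence imaging of calcium influx / Read-out: per-well B score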
# TRPC6 inh: mouse TRPC6 channel inhibition; AID 2553; B-score at 10 µM; 310,000 tested, 1.1% active; Q61143; HEK293-TRPC6, membrane potential dye, ACh-evoked depolarization; active compounds read low;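 active means B-score under library mean minus 3 SD, initial fluorescence not abnormally high, positive integrated signal ratio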;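 further: B-score derived from integrated fluorescence ratio over the kinetic read; more negative B-score means stronger inhibition of depolarization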
# Platelet DG rel: platelet dense granule release activity | human platelet-rich plasma, SFLLRN dense granule ATP release, luminescence | inhibition, %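 (compounds screened at 7.5 µM in platelet-rich plasma)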 | 300,000 tested, 0.22% active | AID 1663;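 active means mean replicate score, as percent of positive control, at or above 50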
# * hit, by the source's call; i = inactive; . = not tested or not shown.
SMILES,HIF activator,MrgX1 ag,MrgX1 allo act,TRPC6 activator,SKKanGAS inh,RGS4 block,RGS4 act,MrgX1 antagonist,TRPC4 inh,TRPC6 inh,Platelet DG rel
CCOC(=O)c1c2ccc(OCC(=O)N/N=C/c3ccc(C)cc3)cc2n2ccccc12,0.0,i,i,i,2,i,i,i,i,i,3
O=C(O)CSc1c2ccccc2cc2ccccc12,-0.3,i,i,i,1,i,i,i,i,i,7
Cc1ccn(CC(C)C(=O)O)n1 (centres undefined),-0.5,i,i,i,2,i,i,i,i,i,4
CCNc1nc2ccccc2[nH]1,-0.3,i,i,i,0,i,i,i,i,i,.
Clc1ccc(Cn2nnc(-c3ccccc3)n2)cc1,1.5,i,i,i,3,i,i,i,i,i,-7
O=c1oc2cc(Oc3ccc(C(F)(F)F)cc3[N+](=O)[O-])ccc2c2c1CCCC2,-0.3,i,i,i,16,i,i,i,i,i,3
CN1C(=O)NC(NC(=O)C2CCCCC2)(C(F)(F)F)C1=O (centres undefined),0.0,i,i,i,-4,i,i,i,i,i,10
COC(=O)c1ccc(OCC(O)CN2CCN(CC(O)COc3ccc(C(=O)OC)cc3)CC2)cc1 (centres undefined),1.0,i,i,i,-3,i,i,i,i,i,2
O=C(CSc1nc2ccccc2o1)NC(=O)NCc1ccccc1,0.1,i,i,i,-10,i,i,i,i,i,-1
CS(=O)(=O)N(Cc1ccccc1)c1ccc(C(=O)NN=C2CCCCCC2)cc1,0.1,i,i,i,3,i,i,i,i,i,-3
COc1ccc(N=C2SCC(c3ccc([N+](=O)[O-])cc3)=NN2CCO)cc1,-0.4,i,i,i,-9,i,i,i,i,i,-5
COc1cc(NC(=O)C23CC4CC(C2)CC(n2nnc(C)n2)(C4)C3)c(OC)cc1Cl,-0.1,i,i,i,-3,i,i,i,i,i,-4
O=C(NC1CCCCCC1)c1ccc(Cl)c(S(=O)(=O)N2CCOCC2)c1,1.5,i,i,i,0,i,i,i,i,i,-1
O=C(CCCN1C(=O)c2ccccc2C1=O)Oc1ccc(F)cc1,0.1,i,i,i,0,i,i,i,i,i,-1
O=C(NNS(=O)(=O)c1ccccc1)c1cccc(F)c1,0.5,i,i,i,-1,i,i,i,i,i,-6
COc1ccc(OC)c(CNC(=O)C2CCN(S(=O)(=O)N3CCC(C)CC3)CC2)c1,-0.2,i,i,i,-2,i,i,i,i,i,2
O=c1[nH]nc(-c2ccc(OCc3ccc(Cl)cc3Cl)cc2)o1,-0.2,i,i,i,6,i,i,i,i,i,-10
COC(=O)C1=C(C)NC(C)=C(C(=O)OC)C1C(=O)OCC(=O)Nc1ccc(C(C)=O)cc1,-0.7,i,i,i,11,i,i,i,i,i,4
Cn1cccc1/C=C1\SC(=Nc2cccc(O)c2)NC1=O,6.7,i,i,i,8,i,i,i,i,i,9
COC(=O)CNC(=O)C(Cc1c[nH]c2ccccc12)NC(=O)OC(C)(C)C (centres undefined),.,i,i,i,.,i,i,i,i,i,.
Oc1cc(-c2ccccc2)c2ccccc2c1,-0.2,i,i,i,3,i,i,i,i,i,-8
O=C(N/N=C1/CCS(=O)(=O)c2ccc(F)cc21)c1ccccn1,1.1,i,i,i,-5,i,i,i,i,i,2
CCn1c(=O)c(C(C)=O)nc2ccccc21,-0.4,i,i,i,4,i,i,i,i,i,-4
CCOC(=O)Cc1csc(NC(=O)CSc2ncnc3c2cnn3-c2ccc(OC)cc2)n1,1.2,i,i,i,18,i,i,i,i,i,-4
CCOc1ccc(S(=O)(=O)N2CC(=O)Nc3ccccc32)cc1,1.2,i,i,i,-1,i,i,i,i,i,0
CN(CCC1CCOCC1)C(=O)CC1C(=O)NCCN1C/C=C/c1ccccc1 (centres undefined),0.1,i,i,i,-2,i,i,i,i,i,3
CCn1c(O)c(C=NCc2cccs2)c(=O)n(CC)c1=S,-0.5,i,i,i,0,i,i,i,i,i,.
O=C(NCc1ccc2c(c1)OCO2)c1cccc(S(=O)(=O)N2CCCC2)c1,-0.9,i,i,i,7,i,i,i,i,i,6
CC(Oc1ccc(Br)cc1)C(=O)Nn1c(=S)[nH]c2ncccc2c1=O (centres undefined),0.6,i,i,i,0,i,i,i,i,i,-15
COc1ccc(OC)c(NC(=O)C2CCC(CNc3c(N4CCOCC4)c(=O)c3=O)CC2)c1 (centres undefined),-0.1,i,i,i,3,i,i,i,i,i,10
O=c1c2c3c(sc2n(CCN2CCCCC2)c(=O)n1Cc1ccco1)CCCCC3,-0.8,i,i,i,0,i,i,i,i,i,6
CCCCC(CC)CNC(=O)Cn1c(=S)[nH]c2ncccc2c1=O (centres undefined),-0.3,i,i,i,-3,i,i,i,i,i,-1
Cc1cc(NC(=O)CN2C(=O)NC3(CCCCC3)C2=O)no1,0.0,i,i,i,3,i,i,i,i,i,7
CC(C)Sc1nc2c(c(=O)n1C)SC(C)C2 (centres undefined),-0.2,i,i,i,-1,i,i,-6.9*,i,i,1
CCC(C)c1ccc(OCC(=O)Nc2cccc(C(=O)Nc3ccc(C(=O)O)cc3)c2)cc1 (centres undefined),2.2,i,i,i,38,i,i,i,i,i,-2
Oc1ccc(-c2n[nH]c(C(F)(F)F)c2-c2ccccc2)c(O)c1,0.1,i,i,i,-4,25*,i,i,i,i,4
Cc1nn(C(=O)c2nn(C)cc2[N+](=O)[O-])c(C)c1Br,0.1,i,i,i,26,i,i,i,i,i,-4
O=C(Cc1c(F)cccc1Cl)NC1=NCCS1,0.0,i,i,i,-1,i,i,i,i,i,0
O=C(COC(=O)c1ccc(S(=O)(=O)N2CCCC2)cc1)NCc1ccc(F)cc1,-5.6,i,i,i,-3,i,i,i,i,i,-2
COc1ccccc1CN1CCNC(=O)C1CC(=O)NCCCN1CCCC1=O (centres undefined),-0.3,i,i,i,-3,i,i,i,i,i,-19
Cc1cnc(CNC(=O)c2ccc3oc(Cc4ccc(Cl)cc4)nc3c2)cn1,0.2,i,i,i,7,i,i,i,i,i,-1
C=CCn1c(SCC(=O)c2cccs2)nnc1-c1cccc(OC)c1,0.3,i,i,i,1,i,i,i,i,i,5
Cc1nn(Cc2noc(C(=O)NCc3ccc4c(c3)OCO4)n2)c(C)c1Br,-0.1,i,i,i,-3,i,i,i,i,i,-1
CSc1nc(O)c(C(c2ccc(OC(C)C)cc2)c2c(O)nc(SC)[nH]c2=O)c(=O)[nH]1,-0.5,i,i,i,-11,i,i,i,i,i,-11
CC(=O)Nc1ccc(NC(=O)c2cc(=O)c3cc(C)c(C)cc3o2)cc1,0.7,i,i,i,11,i,i,i,i,i,-1
CC(=O)Nc1cccc(NC(=O)COc2ccc3c(c2)OCO3)c1,1.7,i,i,i,-2,i,i,i,i,i,0
Cc1nn(Cc2c(Cl)cccc2Cl)c(C)c1NC(=O)c1cnn2c(C(F)F)cc(-c3ccccc3)nc12,-0.1,i,i,i,33,i,i,i,i,i,-7
C=CCn1c(CCC(O)COCCCCC)n[nH]c1=S (centres undefined),0.3,i,i,i,-4,i,i,i,i,i,-3
C=CCC(=O)N1CCCC(C(=O)c2ccc(Cl)cc2)C1 (centres undefined),-0.3,i,i,i,3,i,i,i,i,i,9
CC(=O)n1nc(-c2cccnc2)nc1NCc1cccs1,.,i,i,i,6,i,i,i,i,i,-2
# Additional compounds.
SMILES,HIF activator,MrgX1 ag,MrgX1 allo act,TRPC6 activator,SKKanGAS inh,RGS4 block,RGS4 act,MrgX1 antagonist,TRPC4 inh,TRPC6 inh,Platelet DG rel
Cc1ccc2[nH]c3nc(NN)nnc3c2c1,-1.5,i,i,i,6,i,i,i,i,i,-1
Cc1ccc(N(C(=O)C2CCCC2)C2C=CS(=O)(=O)C2)cc1C (centres undefined),.,i,i,i,0,i,i,i,i,i,0
O=C(CNC(=O)N1CC(=O)Nc2ccccc21)NCCc1c[nH]c2ccccc12,1.1,i,i,i,-2,i,i,i,i,i,5
Cn1c2ccccc2c2nnc(SCC(=O)Nc3cccc(C(=O)O)c3)nc21,0.9,i,i,i,6,i,i,i,i,i,1
COc1cccc(CNC(=O)C(C(=O)NCc2cccc(OC)c2)c2ncc(C(F)(F)F)cc2Cl)c1,-0.8,i,i,i,0,i,i,i,i,i,8
Cc1cccc(N2CCN(C(=S)Nc3ccc4nc(N5CCN(C)CC5)cc(C)c4c3)CC2C)c1 (centres undefined),-1.6,i,i,i,-6,i,i,i,i,i,-1
CCOc1ccc(N2C(=O)CN(O)C=C3N=c4ccccc4=C32)cc1,-0.6,i,i,i,8,i,i,i,i,i,1
COc1ccc(CNC(=O)CN2CCN(c3ccc(F)cc3)CC2)cc1,-0.5,i,i,i,-4,i,i,i,i,i,-8
CC(=O)c1cccc(NC(=O)Nc2ccc3c(c2)CCC3)c1,2.1,i,i,i,-7,i,i,i,i,i,7
CCOCCCNC(=O)C(NC(=O)c1ccc2c(c1)OCO2)c1ccc(OC)cc1 (centres undefined),-13,i,i,i,-5,i,i,i,i,i,-4
COc1ccc(C(CNC(=O)Cc2cccs2)N(C)C)cc1 (centres undefined),0.2,i,i,i,-3,i,i,i,i,i,0
CCN(C(=O)C1CCCN1S(=O)(=O)c1cccc2nsnc12)c1ccccc1 (centres undefined),-0.2,i,i,i,-13,i,i,i,i,i,-9
COc1ccccc1OC(=O)C1CC(=O)N(c2ccc(Cl)cc2)C1 (centres undefined),-0.3,i,i,i,-8,i,i,i,.,i,-5
COc1ccc(OC)c2[nH]c(C(=O)O)cc12,-0.2,i,i,i,-5,i,i,i,i,i,13
NC(Cc1ccc2nonc2c1)C(=O)O (centres undefined),0.1,i,i,i,2,i,i,i,i,i,1
O=C(N1CCN(Cc2ccc3c(c2)OCO3)CC1)C12CC3CC(CC(C3)C1)C2,-0.3,i,i,i,6,i,i,i,i,i,-1
CNC(=O)NC(=O)CSc1nnc(C(F)(F)F)n1C,2.1,i,i,i,0,i,i,i,i,i,1
CCOC(=O)c1ccc[n+](CC(=O)c2ccccc2)c1,0.2,i,i,i,-2,i,i,i,i,i,-58

# Compound activity as filed in PubChem BioAssay.
